# yeast mec2-1 – NCI yeast anticancer drug screen, S. cerevisiae mec2-1 strain. growth inhibition, % at 50 µM. hit rate 9% among 79,000. AID 157;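 further: 0% = growth of vehicle-only cultures of the same strain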
#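 Strain: mec2-1 (DNA repair/cell cycle alteration). Compound exposure, then growth measured; inhibition expressed relative to vehicle.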
# yeast rad50 – NCI yeast anticancer drug screen, S. cerevisiae rad50 strain | % growth inhibition at 50 µM | AID 155 | hit rate 10% among 79,000;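 further: 0% = growth of vehicle-only cultures of the same strain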
#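 Compounds were tested on a yeast strain with an engineered DNA damage repair alteration; the reported value is growth inhibition normalised to vehicle treatment.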
# bub3 – NCI yeast anticancer drug screen, S. cerevisiae bub3 mutant strain. growth inhibition, % at 50 µM. hit rate 9.9% among 78,000;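 further: 0% = growth of vehicle-only cultures of the same strain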
#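 Readout: yeast growth inhibition, expressed relative to vehicle-only wells. The test organism is a mutant strain from a panel with lesions in DNA repair or checkpoint genes.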
# yeast mlh1 rad18 – NCI yeast anticancer drug screen, S. cerevisiae mlh1 rad18 strain. growth inhibition, % at 50 µM. hit rate 11% among 79,000;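 further: 0% = growth of vehicle-only cultures of the same strain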
#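 A repair-deficient yeast strain is exposed to test compound, and growth is scored relative to vehicle-treated controls.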
# yeast sgs1 mgt1 – NCI yeast anticancer drug screen, S. cerevisiae sgs1 mgt1 strain; % growth inhibition at 50 µM; hit rate 10% among 78,000;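 further: 0% = growth of vehicle-only cultures of the same strain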
#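 Compounds are added to genetically altered yeast, and growth is compared with cultures given vehicle alone to give percent inhibition.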
# yeast cln2 rad14 – NCI yeast anticancer drug screen, S. cerevisiae cln2 rad14 strain; % growth inhibition at 50 µM; AID 165; hit rate 8.3% among 78,000;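 further: 0% = growth of vehicle-only cultures of the same strain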
#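 cln2 rad14 yeast strain; compound exposure; growth inhibition read vs vehicle controls.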
# Active calls of the source: *; & = joins results of further samples; ! = not active in a repeat. No stated cut-off is given here; in the data, active means growth inhibition above about 70%; inactive means the rest.
1. O=C(O)CSc1ccc2ccccc2c1
2. COc1ccccc1-c1ccc([N+](=O)[O-])cc1[N+](=O)[O-]
3. O=C(Nc1ccc(Cl)cc1)Nc1nnc2nc(CC(=O)c3cccc([N+](=O)[O-])c3Cl)c(=O)[nH]n12
4. CCOC(=O)/C=C1\SC(C)(C)C1NC(=O)OCc1ccccc1 (centres undefined)
5. CCCCOC(=O)C#CC(=O)OCCCC
6. CC(=O)Nc1ccc(-c2nnc(SCC(=O)Nc3ccc(Cl)cc3Cl)o2)cc1
7. CCCCCCCCN1N=C(C)CCC1=O
8. CCCCCC(=O)Oc1c(C(C)(C)C)cc([N+](=O)[O-])c(C)c1[N+](=O)[O-]
9. O=C(CCC(=O)OCc1ccccc1)OCc1ccccc1
10. O=P(NC1CCCCC1)(NC1CCCCC1)c1ccccc1
assay / entry	1	2	3	4	5	6	7	8	9	10
yeast mec2-1	-8	-6	11	-30	100*	97*	-9	19	7	13
yeast rad50	3	19	-9	-73	100*	89*	-8	40	38	-11
bub3	-5	22	6	0	99*	98*	-26	39	68	14
yeast mlh1 rad18	0	15	10	-15	99*	95*	-9	22	26	1
yeast sgs1 mgt1	-10	-2	3	-6	99*	95*	0	34	12	-5
yeast cln2 rad14	-57	9	0	-18	99*	86*	-24	2	-26	18

11. CC1(C)CC(=O)C2=C(O1)C(=O)OC2c1ccc([N+](=O)[O-])cc1 (centres undefined)
12. COc1ccc(-c2[nH]c(=O)n(C3OC(CO)C(O)C(O)C3O)c(=O)c2C#N)cc1 (centres undefined)
13. CN(C)C(=Nc1nc(=[N+](C)C)ss1)N(C)C
14. Cc1ccc(NC(=O)Oc2cccc(C)c2C)cc1NC(=O)Oc1cccc(C)c1C
15. COc1ccc2nc(NC(=O)C(=O)C(C(=O)c3ccccc3-c3ccccc3)C3OC(=O)c4ccccc43)sc2c1 (centres undefined)
16. O=c1cnn(C2OC(CO)C(O)C2O)c(=S)[nH]1 (centres undefined)
17. COc1ccc(OC)c(COC(=O)c2ccccc2)c1COC(=O)c1ccccc1
18. CC1=CC(C)(C)N=C2SC(c3ccc(N)cc3)=NN12
19. CC(=O)Nc1cc(OC(C)=O)c2ccccc2c1OC(C)=O
20. CCCC(CN)(c1ccccc1)c1ccccc1
assay / entry	11	12	13	14	15	16	17	18	19	20
yeast mec2-1	4	6&5	44	-28	10	-1	4	2	32	4
yeast rad50	-6	20&8	93*	-19	-4	-4	26	25	15	14
bub3	-2	8&7	49	11	-1	26	2	18	2	14
yeast mlh1 rad18	11	-59&-78	82*	9	-16	-97	6	28	14	-15
yeast sgs1 mgt1	1	1&-9	86*	1	-14	29	20	4	11	7
yeast cln2 rad14	-52	14&37	30	-11	1	1	4	6	-40	-11

# Compound profiles, as listed above.
# Entry for `Cc1ccc(NC(=O)Oc2cccc(C)c2C)cc1NC(=O)Oc1cccc(C)c1C` = yeast mec2-1: -28; yeast rad50: -19; bub3: 11; yeast mlh1 rad18: 9; yeast sgs1 mgt1: 1; yeast cln2 rad14: -11
# Entry for `CN(C)C(=Nc1nc(=[N+](C)C)ss1)N(C)C` = yeast mec2-1: 44; yeast rad50: 93*; bub3: 49; yeast mlh1 rad18: 82*; yeast sgs1 mgt1: 86*; yeast cln2 rad14: 30

# More compounds follow.
21. CCCCCCCN=c1ssc(=O)n1CCCCCCC
22. Cc1c2cc[n+](C)cc2c(C)c2c1[nH]c1ccccc12
23. c1ccc2c(c1)Cc1cc3ccccc3cc1C2
24. Cc1nc2c(cnn2C)cc1CCc1ccccc1
25. COC(=O)C1CCC(C)(C(=O)OC)C1(C)C (centres undefined)
26. OC1CC(c2ccccc2)Oc2ccccc21 (centres undefined)
27. COc1cc(C(=O)n2c(=O)oc(=O)c3cc([N+](=O)[O-])ccc32)cc(OC)c1OC
28. CCNC1=C(Cl)C(=O)c2ccccc2C1=O
29. O=C1c2ccccc2OC(Cl)(c2ccccc2)C1Cl (centres undefined)
30. ON(CCc1ccccn1)Cc1ccccc1
assay / entry	21	22	23	24	25	26	27	28	29	30
yeast mec2-1	-15	-21&29	-45	4	-15	-8	-6	-10	-2	-4
yeast rad50	12	40&28	-32	15	0	-5	-15	-12	-15	-3
bub3	5	-38&63	-33	76*	-12	-14	2	9	23	-42
yeast mlh1 rad18	31	27&54	-28	24	-4	0	2	15	2	2
yeast sgs1 mgt1	22	76*!	-30	20	-12	1	-16	12	-8	-4
yeast cln2 rad14	-21	3&24	1	25	-1	-4	-7	-21	-22	2

31. O=Cc1ccc2c(c1-c1c(C=O)ccc3c1OCO3)OCO2
32. COc1ccccc1C(O)C(C)C (centres undefined)
33. CCCCCCCCCCCCCCCCCCCCCCCCCCCCCCCCCCCC
34. CC(=O)OC1C(NC(=O)OCc2ccccc2)CC(NC(=O)OCc2ccccc2)C(O)C1O (centres undefined)
35. Cc1csc(C)[n+]1CCC1CCCCC1
36. O=C(O)CCC12CCCCC1=NC1(CCCCC1)NC2=O (centres undefined)
37. CC(C)(C)c1ccc(OCC(=O)O)cc1
38. O=C(c1ccccc1)C12CC3CC(CC(C3)C1)C2
39. CC(c1ccc2ccccc2c1)c1c(F)cccc1C(=O)O (centres undefined)
40. Oc1ccc(C2SC(c3ccc(O)cc3)SC(c3ccc(O)cc3)S2)cc1 (centres undefined)
assay / entry	31	32	33	34	35	36	37	38	39	40
yeast mec2-1	-10	-11	-1	-12	-18	45	-12	4	98*	99*
yeast rad50	-8	-18	-1	34	1	11	-17	28	99*	98*
bub3	-22	-5	5	-2	3	67	-8	-13	98*	98*
yeast mlh1 rad18	-2	-24	0	5	-14	56	-7	-6	98*	99*
yeast sgs1 mgt1	-10	4	5	5	2	73*	-7	-6	97*	99*
yeast cln2 rad14	-10	-16	-21	-10	-39	18	-17	-7	99*	98*

41. COc1ccc(O)c2c1C(=O)CCCC2=O
42. COc1cc2c(c(OC)c1OC)-c1ccc(OC)c(=O)cc1C([N+](C)(C)C)CC2 (centres undefined)
43. CC(C)=NNC(=O)c1n[nH]c(C)c1N=NN(C)C
44. CC(=O)NC1CCN(C2OC(COC(C)=O)C(OC(C)=O)C2OC(C)=O)C(=O)N1 (centres undefined)
45. Cc1cccc(N=Nc2c(C)nc(N)nc2C)c1C
46. CC1(C)OC2C(=O)C3COC(O3)C2O1 (centres undefined)
47. COc1ccc(C2N(c3ccccc3)OC(=O)N2c2ccccc2)cc1 (centres undefined)
48. COC(=O)C1=C(O)C(C(=O)OC)[C@@]2(O)[C@@H](C(=O)OC)[C@H](C)C[C@@H]1[C@@H]2C(=O)OC (some centres undefined)
49. CCOCCOC(=O)CCC1CCCCC1
50. CC1(C)C(=O)N=C(N)N1C(=O)OCc1ccccc1
assay / entry	41	42	43	44	45	46	47	48	49	50
yeast mec2-1	-1	8&12	-23	12	7	0	7	15	16	-4
yeast rad50	4	-13&21	12	45	4	-11	44	42	30	-12
bub3	4	0&-3	-9	-1	-14	0	14	23	19	-10
yeast mlh1 rad18	1	7&26	20	32	7	6	21	38	30	-18
yeast sgs1 mgt1	6	-18&17	6	28	2	-25	16	47	9	-7
yeast cln2 rad14	-5	-11&-1	-1	15	-38	-36	9	-1	11	14

# Entries from the list above that contain an aryl thioether with sulfur outside any ring:
1. O=C(O)CSc1ccc2ccccc2c1
6. CC(=O)Nc1ccc(-c2nnc(SCC(=O)Nc3ccc(Cl)cc3Cl)o2)cc1
assay / entry	1	6
yeast mec2-1	-8	97*
yeast rad50	3	89*
bub3	-5	98*
yeast mlh1 rad18	0	95*
yeast sgs1 mgt1	-10	95*
yeast cln2 rad14	-57	86*

# The results go on:
51. O=c1c2ncn(C3CCCO3)c2n(-c2ccccc2)c(=S)n1-c1ccccc1 (centres undefined)
52. CCOP(=O)(OCC)/C(C#N)=C/c1cnc(-c2ccccc2)[nH]1
53. COc1cccc(C2c3cc4c(cc3OC(NNS(=O)(=O)c3ccc(C)cc3)C2C)OCO4)c1O (centres undefined)
54. Oc1c(Cl)cc(Cl)cc1C=Nc1cc(C(F)(F)F)ccc1NCc1ccccc1
55. CCCCCCC1OCC(CC)(CC)CO1
56. CC(C)CC(NC(=O)C(CS)NC(=O)CN1C(=O)CCC1=O)C(N)=O (centres undefined)
57. CCCCC1CC(c2ccc(Cl)cc2)=NO1 (centres undefined)
58. Cc1cnn(-c2ccccc2)[n+]1[O-]
59. C[N+](C)([O-])CCCNc1c2ccccc2nc2cccc([N+](=O)[O-])c12
60. CCCCCCC1(/C=N/NC(N)=O)NC(=O)N(C)C1=O (centres undefined)
assay / entry	51	52	53	54	55	56	57	58	59	60
yeast mec2-1	7	-5	86*	-1	-12	-2	-7	12	88*	3
yeast rad50	8	-38	75*	8	12	15	27	1	87*	10
bub3	-33	13	54	-3	-16	13	4	10	53	2
yeast mlh1 rad18	-22	-34	86*	6	26	20	20	6	78*	6
yeast sgs1 mgt1	-28	-33	92*	9	-19	5	17	10	83*	10
yeast cln2 rad14	6	16	87*	25	-26	-17	-2	-29	87*	34

61. COC1(NS(=O)(=O)c2ccc(C)cc2)CC1
62. O=C(OC12CCCCC1CCCC2)c1ccc([N+](=O)[O-])cc1 (centres undefined)
63. C[n+]1ccccc1
64. CC(C)N(C(=O)C12C3C4C5C3C1(C#N)C5C42)C(C)C (centres undefined)
65. COC(=O)CCc1c(C)nc(N(C)C)oc1=O
66. O=c1nc(N2CCCCC2)ccn1C1OC(CO)C(O)C1O (centres undefined)
67. Cc1cc(=O)[nH]c(NN2C(Cl)C(=O)C2c2cccc([N+](=O)[O-])c2)n1 (centres undefined)
68. CCCOc1nc(N)c2cnn(C3CCCCO3)c2n1 (centres undefined)
69. O=C(N=Nc1c(O)[nH]c2c(Cl)cc(Cl)cc12)C(=O)Nc1cccc(C(F)(F)F)c1
70. CC1(C)CC(=O)C(C=NC(=O)c2ccncc2)=C(O)C1
assay / entry	61	62	63	64	65	66	67	68	69	70
yeast mec2-1	-25	100*	-12&26	7	19	10	-32	-26	-14	20
yeast rad50	-44	98*	23&32	10	-1	-7	18	-15	-9	-25
bub3	10	99*	24&50	2	9	10	-7	14	-24	15
yeast mlh1 rad18	-4	99*	14&51	-9	1	3	-34	-9	-14	-40
yeast sgs1 mgt1	-12	99*	-1&37	12	13	-5	0	8	-25	-4
yeast cln2 rad14	-39	100*	5&-3	6	1	-4	-7	16	14	-4

71. O=[N+]([O-])c1ccc(-c2cccc(Cl)c2)c([N+](=O)[O-])c1
72. CCOC1CC(n2cnc3c(Nc4ccc(Cl)cc4)nc(C)nc32)C(O)CO1 (centres undefined)
73. CC(=O)N(c1ccccc1)c1ccc(-c2ccc(N(C(C)=O)c3ccccc3)cc2)cc1
74. CC(CCl)CC#N (centres undefined)
75. CCNC(CCCC1CCCCC1)C(=O)O (centres undefined)
76. Nc1cccc2c1C(=O)OC2=O
77. CCc1c(O)c(O)c(C(C)=O)c2c(O)c(-c3c(C)cc4c(CC)c(O)c(O)c(C(C)=O)c4c3O)c(C)cc12
78. Cc1c(CCO)sc[n+]1CC(=O)c1ccccc1
79. COC(=O)CSc1[nH]c2nc(C)nc(Nc3ccccc3)c2c1C#N
assay / entry	71	72	73	74	75	76	77	78	79
yeast mec2-1	99*	-6	1	-19	-18	-6	95*	-19	-19
yeast rad50	99*	1	-19	-6	-1	-7	94*	-14	-14
bub3	99*	-4	-5	-10	-18	-3	96*	2	-28
yeast mlh1 rad18	98*	4	-17	-1	5	4	96*	1	16
yeast sgs1 mgt1	99*	-3	-24	8	-4	-10	95*	-4	-10
yeast cln2 rad14	91*	11	-18	13	-27	-6	93*	2	-7

# Only yeast mec2-1, for two of the compounds above:
no.	compound	yeast mec2-1
77	CCc1c(O)c(O)c(C(C)=O)c2c(O)c(-c3c(C)cc4c(CC)c(O)c(O)c(C(C)=O)c4c3O)c(C)cc12	95*
78	Cc1c(CCO)sc[n+]1CC(=O)c1ccccc1	-19

# 4 compounds drawn at random from those above:
71. O=[N+]([O-])c1ccc(-c2cccc(Cl)c2)c([N+](=O)[O-])c1
76. Nc1cccc2c1C(=O)OC2=O
75. CCNC(CCCC1CCCCC1)C(=O)O (centres undefined)
72. CCOC1CC(n2cnc3c(Nc4ccc(Cl)cc4)nc(C)nc32)C(O)CO1 (centres undefined)
assay / entry	71	76	75	72
yeast mec2-1	99*	-6	-18	-6
yeast rad50	99*	-7	-1	1
bub3	99*	-3	-18	-4
yeast mlh1 rad18	98*	4	5	4
yeast sgs1 mgt1	99*	-10	-4	-3
yeast cln2 rad14	91*	-6	-27	11
